# Assay outcomes as filed in PubChem BioAssay.
# ATG4B inhibitor – ATG4B protease inhibitors, primary screen, biochemical, fluorescence, uHTS; Cysteine protease ATG4B (Homo sapiens), Q9Y4P1; ATG4B cleavage of LC3-PLA2, NBD-HPC fluorescence, 1 h; inhibition, % at 8.33 µM; hit rate 0.51% among 340,000; AID 504462, 2011; in the data active means inhibition above about 40%
# CXCR6 inh – CXCR6 receptor inhibitors, primary screen, cell-based, beta-arrestin, luminescence, CHO-K1 PathHunter, 1536-well; C-X-C chemokine receptor type 6 (Homo sapiens), O00574; inhibition, % at 20 µM; hit rate 0.36% among 360,000; AID 602244, 2012; in the data active means inhibition above about 34%, passing the limit was not always enough;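 further: antagonist mode with CXCL16 agonist at 10 nM final; 0% = 10 nM CXCL16 with DMSO and 100% = unstimulated wells without agonist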
# Target sequence (O00574 whole entry, looked up): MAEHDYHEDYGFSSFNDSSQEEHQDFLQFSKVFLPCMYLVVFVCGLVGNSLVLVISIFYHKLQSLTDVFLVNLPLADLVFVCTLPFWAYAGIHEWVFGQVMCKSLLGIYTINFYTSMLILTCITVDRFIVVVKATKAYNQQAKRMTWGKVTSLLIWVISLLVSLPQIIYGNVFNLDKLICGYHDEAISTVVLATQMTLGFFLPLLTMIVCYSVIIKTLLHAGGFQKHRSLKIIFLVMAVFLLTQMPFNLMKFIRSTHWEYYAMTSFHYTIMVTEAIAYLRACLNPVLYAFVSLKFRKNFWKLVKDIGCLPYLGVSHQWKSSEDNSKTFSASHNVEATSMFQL
# APJ antagonist – antagonists of human apelin receptor APJ, primary screen, CHO-K1 cells, beta-arrestin complementation, luminescence; P35414; inhibition, % at 20 µM; hit rate 0.32% among 330,000; AID 2521, 2010;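 active means inhibition above about 40% at 20 µM, limit read from the data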;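 further: cells challenged with 10 nM apelin-13 agonist together with compound; plate controls were apelin-13 plus DMSO wells for no effect and DMSO wells lacking apelin-13 for full effect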
# Target sequence (P35414 whole entry, looked up): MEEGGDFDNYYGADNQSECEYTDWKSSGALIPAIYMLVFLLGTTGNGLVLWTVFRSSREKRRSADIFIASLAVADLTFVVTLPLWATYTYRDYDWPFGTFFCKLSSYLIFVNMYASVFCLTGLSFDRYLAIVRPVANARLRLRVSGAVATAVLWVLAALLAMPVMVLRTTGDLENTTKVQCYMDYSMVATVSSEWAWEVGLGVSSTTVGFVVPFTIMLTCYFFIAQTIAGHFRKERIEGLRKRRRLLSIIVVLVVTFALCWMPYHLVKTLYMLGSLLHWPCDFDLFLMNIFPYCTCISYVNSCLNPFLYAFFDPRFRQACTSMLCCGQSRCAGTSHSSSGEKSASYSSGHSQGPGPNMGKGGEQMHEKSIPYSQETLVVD
# APJ agonist – agonists of human apelin receptor APJ, primary screen, CHO-K1 cells, PathHunter beta-arrestin, luminescence; 0% DMSO wells, 100% apelin; hit rate 0.11% among 330,000; activation, % at 20 µM; AID 2520, 2010;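 active means activation more than six SD over the plate average, tested at 20 µM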;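 further: 0% = DMSO alone and 100% = apelin-13 at 10 nM; some results filed as inactive read as strong as hits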
#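 system = engineered CHO-K1 APJ arrestin reporter cells | input = 1000 cells per well | timing = overnight seeding, 90 min compound at 25 °C, 1 h detection | measured by = enzyme-fragment complementation luminescence | read-out = beta-arrestin recruitment to APJ as agonist activity, luminescent signal | control set = negative DMSO alone, positive Apelin-13 at 10 nM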
# UBC13 polyUb – UBC13 polyubiquitin chain formation inhibitors, primary screen, biochemical, TR-FRET, uHTS. hit rate 0.47% among 330,000. Ubiquitin-conjugating enzyme E2 N (Homo sapiens), P61088. inhibition, % at 20 µM. AID 485273, 2010; in the data active means inhibition above about 45%, passing the limit was not always enough
# CCR6 antag – CCR6 receptor antagonists, primary screen, cell-based, CHO-K1, luminescence, beta-arrestin, uHTS; CHO-K1 CCR6 PathHunter beta-arrestin, CCL20-stimulated; inhibition, % at 20 µM; hit rate 0.49% among 340,000; AID 493098, 2011;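 active means compounds whose inhibition of the agonist-driven luminescence signal at 20 µM reaches about 50%, limit read from the data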;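 further: cells stimulated with CCL20 at 14 nM final; plate controls were DMSO with CCL20 for no effect and DMSO without agonist for full effect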
# EBI2 block – EBI2 receptor antagonists, beta-arrestin recruitment, primary screen, cell-based, luminescence, 7a,25-OHC stimulation, uHTS; 7a,25-OHC stimulated; inhibition, % at 5 µM; hit rate 0.81% among 360,000; AID 651636, 2012; in the data active means inhibition above about 38%;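 further: enzyme fragment complementation signal reports receptor beta-arrestin coupling in cells; 0% = agonist plus DMSO wells and 100% = wells without agonist; some results beyond the cut were filed as inactive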
# Target sequence (P32249 whole entry, looked up, the tested form may be a part): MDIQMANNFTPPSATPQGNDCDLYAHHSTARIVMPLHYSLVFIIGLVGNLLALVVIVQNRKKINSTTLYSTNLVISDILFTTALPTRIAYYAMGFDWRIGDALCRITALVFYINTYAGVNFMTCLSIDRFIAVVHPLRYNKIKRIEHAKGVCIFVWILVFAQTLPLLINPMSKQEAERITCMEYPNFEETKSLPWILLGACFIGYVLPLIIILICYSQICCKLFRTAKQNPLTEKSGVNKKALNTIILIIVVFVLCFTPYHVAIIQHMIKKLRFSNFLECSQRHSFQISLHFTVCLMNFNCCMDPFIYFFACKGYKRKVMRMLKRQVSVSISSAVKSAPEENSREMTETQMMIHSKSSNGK
# Gli-Sufu antag – Gli-Sufu pathway antagonists, primary screen, luciferase luminescence, Sufu-KO-LIGHT cells, uHTS. Sufu-KO-LIGHT fibroblasts, Gli luciferase reporter luminescence. inhibition, % at 5 µM. hit rate 0.74% among 340,000. AID 588413, 2011;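 active means inhibition above about 55%, limit read from the data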;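 further: 0% = DMSO-treated cells and 100% = wells with medium but no cells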
# * hit, by the source's call; . = not tested or not shown. Compounds were not picked by outcome. About 3% of those tested had a hit in this group.
SMILES,ATG4B inhibitor,CXCR6 inh,APJ antagonist,APJ agonist,UBC13 polyUb,CCR6 antag,EBI2 block,Gli-Sufu antag
O=C1COc2ccc(C(=O)COC(=O)c3ccc(F)cc3Cl)cc2N1,-2,2,1,-2,1,11,-1,7
O=[N+]([O-])c1ccccc1NCCOc1ccccc1,1,17,6,-3,-18,17,3,-57
Cc1ccc(S(=O)(=O)Oc2cccc(N3C(=O)C4CC=CCC4C3=O)c2)cc1 (configuration not stated),5,-9,2,-2,9,4,0,-18
Cc1oc(-c2ccc(Cl)cc2)cc1C(=O)/C(C#N)=C/Nc1ccccc1,-2,1,7,-3,-2,10,-4,6
CC(C)(C)NC(=O)C1CC(=O)OC1(C)C (configuration not stated),-7,-2,7,-5,3,-2,-7,27
Oc1cccnc1CN1CCCCC1,5,2,.,.,.,-6,-8,4
CC(=O)Nc1nc(C)c(C(C)=O)s1,6,-1,7,-1,-4,-13,-5,1
COc1ccc(NC(=O)CN(C)C(=O)c2ccc(NS(=O)(=O)c3ccc(C)c([N+](=O)[O-])c3)cc2)cc1,-4,1,2,-6,-1,3,4,-5
CC(C)CCC1(CCNC(C)c2cccs2)CCOC(C)(C)C1 (configuration not stated),6,5,-8,-5,1,3,-4,16
Cc1ccc(C)c(Nc2nc(-c3cccnc3)cs2)c1,-6,-5,19,-5,-3,13,15,-13
CCCCNC(=O)C(CC)Sc1nc2sc(C(=O)OC)c(C)c2c(=O)n1N (configuration not stated),-5,4,7,-2,21,-4,8,5
CN(C)S(=O)(=O)c1ccc(NC(=O)CN2CCCC2c2ccc3c(c2)OCCCO3)cc1 (configuration not stated),2,-2,1,-1,19,7,-4,6
CCNC(=O)C1CC(=O)N(CCCc2ccccc2)C(=Nc2ccccc2)S1 (configuration not stated),-2,-12,-4,2,2,11,15,6
Cc1ccc(C(=O)N/N=C\C=C\c2ccc(Br)cc2)cn1,-9,1,-7,1,-24,16,9,51
CCc1cc2c(=O)n(CCCOC)c(SCC(=O)Nc3oc(C)c4c(C)n[nH]c(=O)c34)nc2s1,-10,-3,6,-7,-2,0,6,-1
Cn1c(CCNC(=O)C2CCCCC2)nc2cc([N+](=O)[O-])ccc21,7,-2,0,-3,-3,3,5,-2
COc1ccc(-c2nc3c(c(=O)[nH]c(=O)n3Cc3ccccc3)n2C)cc1,6,15,-2,-3,38,6,10,9
Cc1cc(=O)[nH]c(N/N=C/c2ccc(OC(=O)c3ccco3)cc2)n1,13,-6,-14,-5,-8,7,-4,-19
O=C(NCCCn1ccnc1)c1cccc(S(=O)(=O)Nc2ccc(Br)cc2)c1,-3,-2,-10,-3,-4,8,-4,8
CC(=C1C(=O)c2ccccc2C1=O)N1CCN(Cc2ccccc2)CC1,2,8,-1,4,-8,17,5,4
COc1ccc(CNC(=O)CN(C)S(=O)(=O)c2ccc(Cl)cc2)cc1,-3,-1,10,-2,17,1,-4,-5
CC(=O)c1cccc(NC(=O)CSc2nnc(-c3ccncc3)o2)c1,1,-12,20,-3,2,-5,8,5
CC(=O)c1ccc(NC(=O)Nc2ccc(NS(=O)(=O)c3ccc(C)cc3)cc2)cc1,-24,-2,-10,2,-1,-10,2,75*
Cc1ccc(NC(=O)c2cccc(S(=O)(=O)N(C)C3CCCCC3)c2)nc1,5,2,-1,-1,1,13,2,3
CCCCCC(NC(=O)C1CCN(C(=O)[C@@H](NS(=O)(=O)c2ccc(C)cc2)C(C)C)CC1)C(=O)O (some centres not stated),-6,3,-68,-1,-7,-1,4,6
CCCNC(=O)COC(=O)c1ccc(Cl)c(S(=O)(=O)N2CCCC2)c1,-7,-8,12,5,-8,-14,-3,9
COc1ccccc1NC(=O)Cn1c(O)c(N=NC(=O)c2ccccc2O)c2ccccc21,2,26,40,-5,-34,29,-14,-2
CCOc1ccc(CCNC(=O)Cn2nc(C)n3cccc3c2=O)cc1OCC,-13,2,-2,8,-14,-3,-4,18
CCCOc1cccc(C(=O)Nc2nnn(CCC)n2)c1,-2,1,13,-2,9,9,-7,-43
O=C(CSCc1ccc(Cl)cc1)N1CCOCC1,1,-1,6,0,-1,0,-2,-12
CS(=O)(=O)N1CCc2cc(C(=O)N3CCOCC3)ccc21,0,-1,0,-5,0,-8,0,1
Cc1c(CCC(=O)O)c(=O)oc2cc(OCc3ccc(Br)cc3)ccc12,2,-5,5,0,0,2,-4,0
CSc1nsc(SCC(=O)Nc2cc(C(=O)O)ccc2C)n1,-4,-11,13,-4,-4,1,9,-7
Cc1cccc(N2CC(c3nc4ccccc4[nH]3)CC2=O)c1 (configuration not stated),-11,6,1,-4,-2,12,9,1
COc1cc([N+](=O)[O-])cc2sc(NC(=O)c3c(F)cccc3F)nc12,-4,12,11,-4,-9,36,0,-7
COc1cc(NC(=O)Cc2ccc(F)cc2)cc(OC)c1OC,-17,-1,-3,-2,10,-8,-2,2
O=C(O)C(Cc1ccc(O)cc1)N1C(=O)c2ccccc2C1=O (configuration not stated),-3,4,9,-2,4,-1,7,8
Cc1c(C(=O)N(C)C(C)c2ccncn2)oc2c(F)cccc12 (configuration not stated),0,9,10,0,-1,-5,-7,-11
C=CCn1c(COC)nnc1SCC(=O)c1ccc(F)cc1,-6,-4,-14,-5,5,5,-8,-2
CCn1cc(C2=NC(c3ccccc3)CO2)c2ccccc21 (configuration not stated),-8,11,11,4,4,5,7,-3

# Sorted by the number under ATG4B inhibitor (highest first): 6 from the list above.
Molecule	ATG4B inhibitor
Cc1c(CCC(=O)O)c(=O)oc2cc(OCc3ccc(Br)cc3)ccc12	2
CC(=O)c1cccc(NC(=O)CSc2nnc(-c3ccncc3)o2)c1	1
CCCOc1cccc(C(=O)Nc2nnn(CCC)n2)c1	-2
C=CCn1c(COC)nnc1SCC(=O)c1ccc(F)cc1	-6
CCCNC(=O)COC(=O)c1ccc(Cl)c(S(=O)(=O)N2CCCC2)c1	-7
CCOc1ccc(CCNC(=O)Cn2nc(C)n3cccc3c2=O)cc1OCC	-13

# Next results.
SMILES,ATG4B inhibitor,CXCR6 inh,APJ antagonist,APJ agonist,UBC13 polyUb,CCR6 antag,EBI2 block,Gli-Sufu antag
Cc1ccc(C(=O)NCC(=O)Nc2ccncc2)cc1C,-4,-7,-7,-1,0,-6,5,-15
COc1cccc(-c2ncc3ccccc3c2COC(=O)c2cccc(Br)c2)c1,-2,10,3,-2,-5,32,5,-5
Cc1ccc(-n2ncc3c(N4CCC5(CC4)OCCO5)ncnc32)c(C)c1,-7,-11,-9,0,2,7,-6,7
c1ccc(-c2cc(N3CCOCC3)nc3ccccc23)cc1,2,0,16,-5,7,0,-7,0
COc1cc(C#Cc2c(-c3cncn3C)n(C)c3ccc(-c4cc(OC)c(OC)c(OC)c4)cc23)cc(OC)c1,11,5,9,-2,5,-5,50*,26
Cc1cc([N+](=O)[O-])ccc1NCc1ccco1,-4,-10,10,-3,6,8,1,-5
CCOC(=O)/C(C)=C1\NC(C)(C)Cc2ccccc21,4,6,.,.,.,-4,10,31
CCOC(=O)C1CCCN(c2c(C(=O)c3ccccc3)cnc3ccccc23)C1 (configuration not stated),-3,6,6,-1,12,25,0,16
COc1cccc2cc(C(C)=O)c(=O)oc12,3,7,-17,-3,-3,-13,-2,-5
O=C(O)c1ccccc1-c1ccccc1C(=O)Nc1cccc(Br)c1,11,6,-9,-2,6,15,-4,-2
CCOC(=O)N1CCC(NC(=O)c2ccc(CS(=O)(=O)c3c(Cl)cccc3Cl)o2)CC1,-1,1,12,-2,1,-6,-1,-24
C=CCNc1nc(Cl)nc(NC2CCCCC2)n1,-1,11,8,0,8,6,-6,-8
Cc1cccc(OCCCn2ccnc2)c1,10,8,25,-3,6,-7,-7,3
CC1(C)Cc2c(sc3c2C2=NCCN2C=N3)CS1,6,-4,19,-6,-5,15,-20,-8
Cc1ccc2[nH]c3c(Cl)ncnc3c2c1,3,-8,-4,1,9,-17,1,4
Cc1cccnc1NC(=O)c1ccc2c(c1)NC(=O)C(C)S2 (configuration not stated),-1,3,23,5,0,-14,2,-5
CCc1cc(=O)oc2c3c(cc(OCC(=O)NCc4ccco4)c12)OC(C)(C)CC3,-16,9,1,-3,20,9,23,7
Cc1cccc2cc(C(c3nnnn3Cc3ccc4c(c3)OCO4)N3CCCC3)c(=O)[nH]c12 (configuration not stated),7,1,-17,-1,-7,0,-1,6
CCOc1ccc(CN(C(=O)c2cc3ccccc3oc2=O)C2CC2)cc1,-11,14,-15,-3,-11,15,8,-1
Cc1ccc(S(=O)(=O)N2CCOCC2)cc1NC(=O)CNC1CCCC1,5,1,4,-3,7,7,2,6

# Rewritten with two lines to a compound: entries from further up.
# Values run as follows: ATG4B inhibitor	CXCR6 inh	APJ antagonist	APJ agonist	UBC13 polyUb	CCR6 antag	EBI2 block	Gli-Sufu antag
- Cc1oc(-c2ccc(Cl)cc2)cc1C(=O)/C(C#N)=C/Nc1ccccc1
  -2	1	7	-3	-2	10	-4	6
- COc1ccc(-c2nc3c(c(=O)[nH]c(=O)n3Cc3ccccc3)n2C)cc1
  6	15	-2	-3	38	6	10	9

# (next part)
SMILES,ATG4B inhibitor,CXCR6 inh,APJ antagonist,APJ agonist,UBC13 polyUb,CCR6 antag,EBI2 block,Gli-Sufu antag
COc1ccc(NC(=O)NNC(=O)COc2ccc3cc(Br)ccc3c2)cc1,1,4,13,-5,-7,-8,-1,3
Cc1cccc(NC(=O)Cn2nc([N+](=O)[O-])c(Br)c2C)n1,11,2,11,-3,9,0,8,3
Cc1ccccc1N1CC(C(=O)Nc2nnc(SCCC3OCCO3)s2)CC1=O (configuration not stated),5,-19,27,3,10,-2,-3,4
Cc1cc(C)cc(N=C2NC(=O)CS2)c1,-12,4,-2,1,-1,9,-3,23
COC(=O)C1=C(C)OC(N)=C(C#N)C1c1cccnc1 (configuration not stated),-10,-1,2,1,-11,2,3,-29
COc1cccc(CN(C)C(=O)C23CC4CC(CC(C4)C2)C3)c1,-1,4,-5,-1,1,28,1,36
CC(C)=C1C2CCC1C(C(=O)NCc1ccccc1)C2C(=O)O (configuration not stated),-6,-5,-18,-6,-6,-1,-2,2
O=C1c2ccccc2C(=O)N1CN(C(=O)COc1ccc(Cl)cc1Cl)c1cccc(F)c1,-7,0,-7,-3,8,2,8,-1
CNC(=S)N1N=C(c2ccc(C)cc2)CC1c1cc(OC)ccc1OC (configuration not stated),-10,-1,-5,-6,-9,8,-2,22
CC1(C)CC(=O)c2c(O)c(-c3ccccc3)c(=O)n(-c3ccccc3)c2C1,-6,4,14,3,-2,-15,7,8
Cc1ccc(S(=O)(=O)c2ccc([N+](=O)[O-])o2)cc1,12,97*,.,.,.,103*,31,15
CC(C)(C)NC(=O)CN(C(=O)CCC(=O)Nc1nccs1)c1cccc(C(F)(F)F)c1,-2,0,8,-1,3,17,3,55
CCC(Sc1nc2ccc(N)cc2s1)C(=O)Nc1nccs1 (configuration not stated),-7,4,4,-1,-14,-3,-13,4
Cc1ccc(C(=O)Nc2ccccc2C(=O)N2CCCCC2C)cc1 (configuration not stated),3,-4,-4,-2,-2,-6,0,14
Cc1cc(C(=O)NCCCN2CCCC2=O)cs1,7,0,-10,-1,-6,-15,-6,-5
Cc1ccc(-c2nc(NC(=O)c3ccc(S(=O)(=O)N(CCC#N)CCC#N)cc3)sc2-c2ccccc2)cc1,3,8,7,1,29,22,29,21
CCN(CC)S(=O)(=O)c1ccc(N(C)Cc2cccnc2)nc1,0,-6,2,3,-4,6,-30,8
Cc1cc(NC(=O)CN2CCCCC2C)no1 (configuration not stated),-14,5,-24,4,1,-5,-16,-1
